# Bioassay records deposited in PubChem by National Center for Advancing Translational Sciences (NCATS).
# PTHR1 ag – agonists of human PTHR1 parathyroid hormone receptor; Potency, µM (doses to about 115 µM), for inactives: top-dose activation, actives largely listed as activators; HEK293 GP2 PTHR1 cells, GloSensor cAMP luminescence, 1 h; AID 743266; hit rate 0.075% among 410,000; also: potency is read from the fitted curve at half-maximal effect; nearly all actives have a fitted effect of over 55% in size; some results filed as inactive show a strong effect at the top dose; inactives centre near -15; many of its hits are not listed in these tables
# Target sequence (Q03431 whole entry, looked up): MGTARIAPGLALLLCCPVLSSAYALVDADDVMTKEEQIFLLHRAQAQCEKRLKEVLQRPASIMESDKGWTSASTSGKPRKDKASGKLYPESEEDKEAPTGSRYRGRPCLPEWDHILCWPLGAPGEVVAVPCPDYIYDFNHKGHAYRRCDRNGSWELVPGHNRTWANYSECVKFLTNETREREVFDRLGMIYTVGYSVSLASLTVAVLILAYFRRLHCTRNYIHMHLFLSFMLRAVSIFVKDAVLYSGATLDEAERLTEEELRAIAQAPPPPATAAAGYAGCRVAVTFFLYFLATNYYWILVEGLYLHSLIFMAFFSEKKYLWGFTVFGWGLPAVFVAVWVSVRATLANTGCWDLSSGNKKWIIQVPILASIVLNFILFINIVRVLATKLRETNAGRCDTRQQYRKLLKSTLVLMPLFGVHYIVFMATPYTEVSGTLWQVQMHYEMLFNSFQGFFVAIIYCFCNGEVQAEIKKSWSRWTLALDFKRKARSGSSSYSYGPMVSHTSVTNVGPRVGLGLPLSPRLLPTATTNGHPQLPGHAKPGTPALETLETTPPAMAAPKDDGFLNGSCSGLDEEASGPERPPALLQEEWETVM
#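 HEK-293-derived GP2 cells expressing PTHR1 and a GloSensor cAMP reporter, 3,000/well, plated overnight, given luciferin plus IBMX (each 0.5 mM as added) for 1 h at 37 °C, then compound for 1 h at 37 °C. Luminescence was read after 15 min at room temperature.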
# TDP43 rescue – TDP-43 toxicity inhibition in yeast. Potency, µM (series often up to 46.1 µM), for inactives: at the highest dose growth rescue (activation), hits mostly activators. TDP-43 expressing yeast growth rescue, BacTiter-Glo, 24 h. hit rate 1.8% among 410,000. AID 652104; also: potency is read from the fitted curve at half-maximal effect; % of control where 0% means no effect; nearly all actives have a fitted effect of over 50% in size
#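 Yeast cells expressing TDP-43 under galactose induction are exposed to compounds for 24 hr at 30 deg C. BacTiter-Glo luminescence measures growth, so protective compounds score as activators.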
# Akt phos inh – blocks phosphorylation of Akt. hit rate 0.32% among 360,000. AID 651550. Neuro2A IGF-stimulated pAkt S473 HTRF, 20 min; hits give low values. activity change, % for hits at 50 µM; in the data active = activity change below about -80%; inconclusive = mostly about -51% to -80%; also: % is scaled to controls: 0 for no effect and ±100 for the full control effect
#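 Neuro2A cells in DMEM with 0.5% FBS, overnight at 37 deg C, given compound at single 50 µM final, then IGF (6 nM final) for 20 min at 37 deg C. Lysed; phospho-Akt Ser473 by HTRF after 24 h, 665/615 ratio.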
# GLP1R cytotox – cytotoxicity counter-screen for GLP-1 receptor inverse agonists; HEK293 cAMP-luciferase reporter cells, luminescence, 24 h; hit rate 0.13% among 410,000; Potency, µM (top dose mostly 38.3 µM), for inactives: at the top dose activity change, negative = inhibition, hits mostly inhibitors; AID 624418;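 also: loss of luciferase light is scored as toxicity; potency is read from the fitted curve at half-maximal effect; % is scaled to controls: 0 for no effect and ±100 for the full control effect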
#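 Compound-treated cells are incubated 24 hr at 37 deg C under 5% CO2 after a 12 hour attachment period, then luciferase detection reagent is added and luminescence is measured following 12 min at room temperature; lowered signal indicates toxicity.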
# GLP-1R inv ag – GLP-1 receptor (human) inverse agonism. Potency, µM (highest dose often 38.3 µM), for the others: at the highest dose activity change, negative = inhibition, actives largely listed as inhibitors. P43220. HEK293 GLP-1R CRE-luciferase, luminescence, 24 h; GLP-1R form is constitutively active. hit rate 1.6% among 410,000; also: potency is read from the fitted curve at half-maximal effect; % is scaled to controls: 0 for no effect and ±100 for the full control effect; nearly all actives have a fitted effect of over 55% in size
# Target sequence (P43220 whole entry, looked up): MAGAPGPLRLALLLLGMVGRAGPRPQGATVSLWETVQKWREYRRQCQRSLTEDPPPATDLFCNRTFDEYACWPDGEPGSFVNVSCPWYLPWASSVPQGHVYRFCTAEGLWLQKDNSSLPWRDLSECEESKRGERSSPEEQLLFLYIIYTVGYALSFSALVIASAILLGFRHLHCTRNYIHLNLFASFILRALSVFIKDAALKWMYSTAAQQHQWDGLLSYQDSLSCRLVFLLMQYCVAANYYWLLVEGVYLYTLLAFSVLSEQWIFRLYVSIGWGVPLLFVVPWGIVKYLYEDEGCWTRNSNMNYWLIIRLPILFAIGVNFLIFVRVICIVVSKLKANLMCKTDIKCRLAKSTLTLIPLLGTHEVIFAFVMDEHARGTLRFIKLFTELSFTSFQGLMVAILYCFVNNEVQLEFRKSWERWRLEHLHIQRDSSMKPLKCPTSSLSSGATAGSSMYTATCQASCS
#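 Inverse agonists were sought by their lowering of basal cAMP reporter luciferase output in HEK293 cells stably carrying constitutively active human GLP-1R, after 24 h compound treatment.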
# Abeta yeast res – restores growth of yeast expressing A-beta42 peptide; Potency, µM (top dose mostly 46.1 µM), inactives show at the top dose growth rescue, actives largely listed as activators; yeast expressing A-beta42, growth rescue, OD600, 48 h; response scale: 0% DMSO, 100% iron-clioquinol control; hit rate 0.063% among 410,000; also: potency is read from the fitted curve at half-maximal effect; nearly all actives have a fitted effect of over 55% in size
#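 Growth rescue measured by 600 nm absorbance after 48 h yeast culture at 30 C with compound. Values normalized between DMSO and an equimolar ferric chloride plus clioquinol control.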
# MmCpn inh – M. maripaludis TRiC chaperonin inhibition; purified Mm-Cpn ATPase, ADP Transcreener TR-FRET; Potency, µM (titrated, usually from 76.9 µM), inactives show at the top dose activity, negative = inhibition, actives largely listed as inhibitors; hit rate 0.031% among 330,000; AID 504842; also: potency is read from the fitted curve at half-maximal effect; % is scaled to controls: 0 for no effect and ±100 for the full control effect; nearly all actives have a fitted effect of over 80% in size
#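 ATP (10 uM final) was added to archaeal chaperonin (25 nM final) after 10 min exposure to test compound at 37°C; after 30 min further incubation, ADP was detected by competitive TR-FRET.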
# FUS suppressor – suppressors of FUS proteinopathy in yeast. Potency, µM (highest dose often 76.6 µM), without a hit: at the highest dose growth rescue (activation), most hits filed as activators. S. cerevisiae FUS-expressing, growth rescue, OD600, 24 h. hit rate 0.24% among 390,000. AID 1347120;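 also: potency is read from the fitted curve at half-maximal effect; plate controls were DMSO vehicle for no effect and reference control for full effect; nearly all actives have a fitted effect of over 55% in size; some results filed as inactive show a strong effect at the top dose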
#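 FUS-expressing yeast, raffinose-pregrown, induced in 2% galactose minimal medium at OD 0.005; compounds in a dilution series, 24hr at 30C. Growth restoration read as absorbance at 600 nm. CP55940 positive control, DMSO negative.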
# aSyn yeast inh – inhibitors of alpha-synuclein toxicity in yeast. hit rate 0.14% among 370,000. AID 652106. Yeast expressing alpha-synuclein, growth rescue, BacTiter-Glo, 24 h. Potency, µM (doses to about 46.1 µM), for the others: at the top dose growth rescue (activation), most hits filed as activators; also: potency is read from the fitted curve at half-maximal effect; % of control where 0% means no effect; nearly all actives have a fitted effect of over 65% in size
#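 Readout is rescue of growth in alpha-synuclein-expressing yeast, so inhibitors of toxicity appear as activators. Growth after 24 hr at 30 deg C in galactose medium is quantified by luminescence.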
# An asterisk follows results filed as active; i = inactive; ? = inconclusive; . = not tested or not shown; [ ] = another dose, or the depositor's remark. Unless noted, calls follow the shape of the dose curve; as a rule, active = well fitted curve in the direction sought with a large enough effect; inconclusive = small, poorly fitted or top-dose-only effect, or another doubt; inactive = no such curve, though single readings can be large; an effect the other way counts as inactive or inconclusive. Only part of the results is shown; rates above refer to the full screens.
SMILES | PTHR1 ag | TDP43 rescue | Akt phos inh | GLP1R cytotox | GLP-1R inv ag | Abeta yeast res | MmCpn inh | FUS suppressor | aSyn yeast inh
Cc1ccc(-c2nc3ccc(C)cn3c2Cc2cccc(Cl)c2)cc1 | -56%[inhibitor] | 21% | i | -11% | ? | 7% | . | 8% | -1%
CCCOc1ccc(C(CC(=O)O)NC(=O)c2ccc3c(c2)OCO3)cc1 (configuration not stated) | i | -19% | i | 3% | 10% | 5% | -4% | 26% | -2%
CC1(c2ccccc2)CCC(=O)NC1 (configuration not stated) | -21% | 23% | i | -6% | 15% | 10% | . | . | 0%
COc1ccc(COn2c(=O)c(C)[n+]([O-])c3ccccc32)cc1OC | i | 3% | i | -10% | 27% | -6% | 1% | 33% | 4%
Cc1cccc(NC(=O)CSc2nnc(-c3ccccc3)n2N)c1 | -2%[57.5 µM] | 5% | i | -9% | 20% | 11% | 0% | 13% | -14%
COc1ccc(C(=O)NCC(c2ccco2)N2CCc3ccccc3C2)cc1 (configuration not stated) | i | 12% | i | 3% | ? | 6% | -3% | 3% | 0%
CC(=O)N1CCN(C(=O)c2ccc3oc(CCCc4ccccc4)nc3c2)CC1 | i | 3% | i | -8% | 6% | -16% | -1% | 1% | 2%
CC(=O)Nc1ccc(S(=O)(=O)NCC2(N3CCOCC3)CCCCC2)cc1 | 20% | -16% | i | 20% | 8% | -17% | 0% | 17% | -9%
CCOc1ccc(S(=O)(=O)N2CCN(C(=O)c3ccc(Cl)c(S(=O)(=O)N4CCOCC4)c3)CC2)cc1 | -76%[inhibitor] | -5% | i | 2% | 11% | -24% | . | 11% | -6%
CC(=O)/C(=N/Nc1ccc(C)cc1)Sc1nnc(CCc2ccccc2)n1-c1ccccc1 | i | 7% | i | 16% | 1% | -1% | 0% | 9% | -5%
O=[N+]([O-])c1ccc(O)c2cccnc12 | -14% | -3% | i | -17% | 0% | 7% | 0% | -2% | 2%
CCN(CC(=O)Nc1cc(Cl)ccc1C)C(=O)CN1C(=O)NC2(CCCC2)C1=O | i | 5% | i | 5% | 2% | 7% | 0% | -15% | -3%
CC1(C)CC(NC(=O)COc2ccc3ccccc3c2)CC(C)(C)N1 | -17%[57.5 µM] | -3% | -115%* | 13% | ? | 8% | 0% | 3% | -2%
C[C@]12CC(O)C3C(CCC4=CC(=O)CC[C@@]43C)C1CCC2c1csc(-c2ccccc2)n1 (some centres not stated) | -34%[inhibitor] | -7% | i | 6% | 4% | -3% | 3% | -30% | 5%
Cc1ccc(C)c2sc(N)nc12 | -5% | 9% | i | 9% | 18% | 1% | 0% | -27% | -9%
CCc1ccc([C@H]2C[C@H]3[C@H]4C(=O)N(c5ccccc5)C(=O)[C@H]4CC(=O)[C@@H]3CN2S(=O)(=O)c2ccc(C)cc2)cc1 | -14% | 9% | i | 1% | 28% | -10% | . | ? | 7%
COc1ccccc1NC(=O)Cc1c(C(=O)O)[nH]c2ccc(Cl)cc12 | i | 24% | . | 7% | 10% | -10% | . | 3% | .
CC(=O)c1c(C)[nH]c(C(=O)COc2cc(C)ccc2C(C)C)c1C | -17%[57.5 µM] | 7% | i | -21% | -24% | 7% | -1% | 16% | -2%
COc1cc(C2C(=O)N(C3CCCCCC3)CC(=O)N2CCc2ccccc2)ccc1OC(C)C (configuration not stated) | i | 2% | . | -3% | 7% | -6% | . | -11% | .
CC(C)CC1NC(=O)N(CC(=O)NC2CCCc3ccccc32)C1=O (configuration not stated) | i | 8% | i | 19% | -12% | -4% | -6% | 9% | -4%
CCc1nn2c(N3CCOCC3)cc(C)nc2c1-c1ccccc1 | -18% | 10% | i | 19% | 3% | -8% | 2% | 0% | -4%
CCOc1ccc(/C=C/C(=O)NCCc2ccc(OC)c(OC)c2)cc1 | -9% | 14% | i | 19% | 18% | 0% | -1% | . | -11%
CC(OC(=O)C(C)Oc1ccccc1)C(=O)Nc1ccc(S(=O)(=O)N2CCCCC2)cc1 (configuration not stated) | -24% | 5% | i | -8% | -5% | 15% | 2% | ? | 1%[1.84 µM]
Cc1ccc(NC(=O)c2cc3c(=O)oc4ccccc4c3s2)nc1 | i | -14% | i | 10% | -9% | -18% | -8% | 10% | -3%
COc1ccccc1NC(=O)CSCc1nc2ccccc2[nH]1 | i | -10% | i | 1% | -22% | 0% | 3% | . | -10%
O=C(CS(=O)(=O)Cc1ccccc1)c1ccccc1 | i | 1% | i | -12% | -14% | 8% | . | -7% | 2%
O=C(NCc1cccnc1)C1CC(c2ccccc2Cl)=NO1 (configuration not stated) | -10% | -12% | i | 3% | -1% | 1% | -1% | -1% | -2%
Cc1cc(C)cc(N(CC(=O)NCc2ccc(F)cc2)C(=O)c2snc(C(N)=O)c2N)c1 | i | -17% | i | 6% | 1% | -15% | -3% | 0% | -3%
COc1ccc(S(=O)(=O)N2CC(C)N(C(=O)N(C)C)C2C(C)C)cc1 (configuration not stated) | i | 0% | i | 7% | -6% | -7% | 0% | 15% | -1%
Cc1cc(C)cc(C(=O)Oc2cc(C)[nH]c(=O)c2[N+](=O)[O-])c1 | -2% | ? | i | 1% | 16% | . | -2% | -10% | 4%
CCc1cccc(C)c1NC(=O)CCCN1C(=O)CN(C)C1=O | i | -1% | i | -8% | -14% | -11% | 3% | . | 0%
Cn1c(C(=O)OCC(=O)NCc2ccco2)cc2sccc21 | -17%[57.5 µM] | 1% | i | 5% | 12% | -12% | 1% | -3% | 9%
CCN(CC)S(=O)(=O)c1ccc(N(C)C)c(NC(=O)CSCc2c(C)noc2C)c1 | -6% | 7% | i | 1% | -31% | -6% | 0% | 21% | -6%
CCN(CC)S(=O)(=O)c1ccc(Oc2ccccc2)c(N)c1 | -50%[inhibitor] | -13%[0.397 µM] | i | 9% | ? | 9% | 0% | 17% | 10%
O=C(NNC(=S)Nc1ccc(Cl)cc1Cl)c1ccc(N2CCOCC2)c([N+](=O)[O-])c1 | -38% | 0% | i | -27% | 8% | 7% | 4% | . | 6%
Cc1cccc(N2CCN(C(=O)c3ccc(Cl)c(S(=O)(=O)NCc4ccco4)c3)CC2)c1C | -34%[inhibitor] | ? | i | -26% | ? | 8% | 0% | 45% | 9%
O=C(N[C@@H](Cc1ccccc1)C(=O)OCc1ccccc1)c1nc[nH]c1C(=O)N1CCN(c2ccccc2)CC1 | -15% | 6% | i | -10% | -7% | 3% | 1% | ? | 10%
COc1cc(NC(=O)c2sc3ncn(CC(=O)N4CCCCC4C)c(=O)c3c2C)cc(OC)c1OC (configuration not stated) | -10% | 13% | i | 2% | 9% | 7% | . | 12% | 0%
Cc1nc2scc(-c3cccs3)c2c(=O)[nH]1 | i | -15% | i | 0% | 37%[activator] | -12% | -2% | 11% | 1%
CCn1c(COc2cccc3cccnc23)nnc1SCC(=O)OC | -21% | 11% | i | 3% | 20% | 5% | -3% | -44% | -1%
N#CCOc1ccccc1/C=N/n1nnnc1N | i | 2% | i | 0% | 12% | -6% | -1% | -8% | 0%
Cc1cc(C)n2nc(SCC(=O)NC3CCCCC3)nc2n1 | i | 13% | . | 9% | 19% | -20% | 1% | -8% | -2%
COc1ccc(C2CC(c3ccccc3)=NN2C(=O)c2ccc(F)cc2)cc1 (configuration not stated) | -17% | 2% | i | -4% | -26% | 6% | 1% | 8% | 1%
c1ccc2nc(-c3ccncc3)ccc2c1 | -19% | -14% | i | -3% | 71%[activator] | -11% | 3% | -4% | -14%
S=c1[nH]nc(-c2ccccc2)o1 | i | 26% | i | -18% | 9% | -22% | ? | -22% | -21%
O=C(O)c1cc(-c2cccc([N+](=O)[O-])c2)nc2ccccc12 | -1% | 10% | i | 2% | 38% | 1% | 3% | 20% | 0%
COc1cc(OC)c(NC(=O)CSc2nccn2C)cc1Cl | i | 0% | . | 1% | 11% | -8% | . | 1% | -1%
CCNC(=O)C1(C)CCN(C(=O)c2ccc(C(=O)OC)cc2)C1 (configuration not stated) | -22% | 0% | i | 0% | 20% | 4% | . | -13% | 1%
CC(C)Cn1c(N)c(C(=O)CSc2ncnc3sc4c(c23)CCCC4)c(=O)n(C)c1=O | i | 1% | i | 0% | 15% | 0% | -3% | -3% | 2%
Cc1cccc(C(=O)NC(=O)Nc2c(C)cc(C)nc2C)c1 | i | 7% | i | 0% | 35%[activator] | 0% | 0% | -11% | -17%
CCCc1ccc(C(=O)NNC(=O)c2ccc(Cl)cc2)cc1 | i | -3% | i | -13% | 0% | 0% | -1% | . | 2%
O=C(Nc1sc2c(c1C(=O)NCC1CCCO1)CCC2)c1cc(=O)c2cc(Cl)ccc2o1 (configuration not stated) | i | 0% | . | -1% | 7% | -11% | . | -24% | .
CCn1c(SCC(N)=O)nc2sc3c(c2c1=O)CCCC3 | -17%[57.5 µM] | 1% | i | -5% | 71%[activator] | 11% | 0% | -4% | 4%
CC(N=C1NS(=O)(=O)c2ccccc21)C(=O)NCc1ccc(F)cc1 (configuration not stated) | i | 18% | i | 11% | 5% | -10% | 0% | 3% | 7%

# Only Akt phos inh, FUS suppressor and MmCpn inh (3 entries from above):
structure	Akt phos inh	FUS suppressor	MmCpn inh
S=c1[nH]nc(-c2ccccc2)o1	i	-22%	?
O=C(O)c1cc(-c2cccc([N+](=O)[O-])c2)nc2ccccc12	i	20%	3%
COc1cc(OC)c(NC(=O)CSc2nccn2C)cc1Cl	.	1%	.
